# TNAP inh hiacc – inhibitors of human TNAP at high phosphate acceptor concentration. P05186. purified TNAP, CDP-star luminescence, 1 M DEA. inhibition, % at 20 µM. 0.03% of 200,000 active. AID 1135;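 active = over 50% inhibition of tissue-nonspecific alkaline phosphatase at 20 µM in the single-dose screen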;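 also: plate controls were DMSO wells for no effect and EDTA-quenched wells as full inhibition for full effect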
# PMI act – increases human mannose-6-phosphate isomerase activity; P34949; purified human PMI, coupled resazurin fluorescence, 20 min; stronger effect = higher value; 1 = vehicle control, 0 substrate-free wells; activation factor at 20 µM; 0.005% of 190,000 active; AID 1214;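 active = activation factor of 2 or more at 20 µM, relative to plate controls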
# Target sequence (P34949 whole entry, looked up): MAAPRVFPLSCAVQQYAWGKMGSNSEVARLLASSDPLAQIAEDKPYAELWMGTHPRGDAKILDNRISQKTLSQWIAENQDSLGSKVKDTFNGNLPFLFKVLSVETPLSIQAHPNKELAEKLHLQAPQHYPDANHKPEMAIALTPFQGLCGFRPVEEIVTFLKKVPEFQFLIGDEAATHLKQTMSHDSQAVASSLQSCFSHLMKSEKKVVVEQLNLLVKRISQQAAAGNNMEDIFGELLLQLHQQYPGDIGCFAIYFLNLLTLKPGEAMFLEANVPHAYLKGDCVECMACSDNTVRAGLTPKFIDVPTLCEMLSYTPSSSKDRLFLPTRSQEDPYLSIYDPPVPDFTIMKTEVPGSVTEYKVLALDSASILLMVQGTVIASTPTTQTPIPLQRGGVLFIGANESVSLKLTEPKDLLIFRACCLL
# S1P3 antagonist – antagonists of human S1P3 receptor; Q99500; CHO S1P3 NFAT-BLA reporter, FRET fluorescence, antagonist mode; inhibition, % at 4.98 µM; 0.27% of 170,000 active;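 active = inhibition above the plate cutoff, the mean inhibition of test wells on that plate plus 3 SD, cut at about 28% in these data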;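 also: cells challenged with S1P at its EC80 of 0.8 µM; blue over green emission ratio from cleaved BLA substrate after 4 h stimulation; 0% = S1P-stimulated wells and 100% = unstimulated DMSO-only wells; some compounds past the cut are filed as inactive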
# Target sequence (Q99500 whole entry, looked up): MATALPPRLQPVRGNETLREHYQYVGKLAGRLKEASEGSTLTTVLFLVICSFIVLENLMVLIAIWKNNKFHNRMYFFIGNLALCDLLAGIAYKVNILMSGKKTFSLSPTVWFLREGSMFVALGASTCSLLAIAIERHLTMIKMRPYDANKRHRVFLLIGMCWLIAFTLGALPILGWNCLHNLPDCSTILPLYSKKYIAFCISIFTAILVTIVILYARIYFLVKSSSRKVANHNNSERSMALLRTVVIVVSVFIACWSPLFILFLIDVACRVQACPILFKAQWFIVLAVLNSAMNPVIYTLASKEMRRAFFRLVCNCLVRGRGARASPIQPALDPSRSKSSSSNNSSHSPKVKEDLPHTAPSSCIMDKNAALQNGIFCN
# L major viab – Leishmania major promastigote growth inhibition; 9% of 200,000 active; Leishmania major promastigotes, resazurin fluorescence viability; inhibition, % at 10 µM; in the data active = inhibition above about 50%;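 also: promastigotes grown with compound for 44 hours at 28 °C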
# TNAP inh no acc – blocks human TNAP activity with no phosphate acceptor present | P05186 | purified TNAP, CDP-star luminescence, 30 min | inhibition, % at 20 µM | 0.26% of 200,000 active | AID 1012;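 active = tissue-nonspecific alkaline phosphatase inhibition above about 50% at 20 µM in the single-dose screen, limit read from the data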;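 also: 0% = DMSO negative control and 100% = EDTA positive control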
# Redox H2O2 prof – compounds producing H2O2 with reducing agent – biochemical, NIH compound library profiling, artefact control for MLSCN library redox annotation, primary screen. activation, % at 10 µM. DTT-dependent redox cycling H2O2, phenol red/HRP absorbance; 100% = 100 µM peroxide control, 0% = buffer. 0.03% of 200,000 active;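 active = activation of at least 50% relative to the plate's high and low controls in the primary single-dose screen; inactive = activation below 50%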;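 also: compound incubated with DTT at 0.8 mM final as the reducing agent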
# RAM network inh – blocks the yeast RAM network; 1.8% of 190,000 active; inhibition, % at 50 µM; S. cerevisiae dse1pr::URA3 reporter, 5-FOA growth OD615, 2 d; analog-sensitive cbk1-as2 kinase mutant strain; AID 868;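 active = inhibition above a set limit, 3 SD over mean compound inhibition, cut at about 8.4% in these data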;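 also: 0% = DMSO-only wells with no growth and 100% = 10 µM 1-NA-PP1 full growth; inhibition rescues growth on 5-FOA so higher OD means more RAM inhibition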
# HMGR II inh – inhibitors of class II HMG-CoA reductase from Enterococcus faecalis | purified E. faecalis HMGR, NADPH absorbance 340 nm kinetic | inhibition, % at 10 µM | 0.41% of 190,000 active | AID 1066;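 active = inhibition above a set limit, the median over all tested compounds plus 3 SD, cut at about 9.5% in these data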;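 also: enzyme runs in reverse so mevalonate oxidation gives rising NADPH absorbance; 0% = complete reaction with DMSO and 100% = background rate lacking mevalonate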
# Hsp70 act – Hsp70 transcriptional activation, primary screen; HeLa Hsp70 promoter luciferase reporter, luminescence; scaled: vehicle 0, proteasome-inhibitor control 100%; activation, % at 10 µM; 0.04% of 200,000 active; AID 1203;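 active = activation above the mean across all tested compounds plus 3 SD, cutoff set per campaign, cut at about 5.5% in these data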;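 also: 100% = MG132 at 30 µM as the positive control and 0% = DMSO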
# PMI act hi M6P – increases human PMI activity with near-saturating mannose 6-phosphate | coupled PMI enzyme assay, resazurin fluorescence, 20 min; stronger effect = higher value; 1 = untreated enzyme, 0 = substrate-free blank | P34949 | 0.34% of 190,000 active | AID 1216 | activation factor at 20 µM;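 active = activation factor of 2 or more at 20 µM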
#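 Material: human phosphomannose isomerase with PGI, G6PDH, diaphorase coupling enzymes. Quantity: 15 ng/mL PMI. Medium: HEPES pH 7.4 buffer with MgCl2 and Tween-20. Reagent: Near-saturating mannose-6-phosphate, 1.0 mM. Compound: 20 µM single dose. Times: enzyme reaction with compound 20 min at room temperature. Detection: resorufin fluorescence at Ex 544/Em 590 nm.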
# An asterisk follows results filed as active; x = no result given.
SMILES,TNAP inh hiacc,PMI act,S1P3 antagonist,L major viab,TNAP inh no acc,Redox H2O2 prof,RAM network inh,HMGR II inh,Hsp70 act,PMI act hi M6P
COc1ccc(NC(=O)c2ccccc2NS(C)(=O)=O)cc1OC,-2,1,-25,-3,-11,0.8,0.7,-3,-0.1,0.9
CCCn1c(N)c(C(=O)NS(=O)(=O)c2ccc(C)cc2)c(=O)n(C)c1=O,-6,1,-2,8,-18,-2.0,3.3,0,-0.4,1.1
COc1ccc(C=O)cc1OS(=O)(=O)c1ccccc1[N+](=O)[O-],0,0.9,2,90*,-7,-0.5,-0.4,-6,-0.5,0.9
CCOc1ccc2nc(NCCNC(=O)Nc3ccccc3)c(C#N)cc2c1,-8,0.7,0,9,-37,5.6,3.0,2,-0.2,0.8
O=C(OCc1c(Cl)cccc1Cl)c1cccnc1,-4,1,-2,3,-10,1.0,-1.1,1,-0.1,1
CC(NC(=O)c1ccccc1Cl)C1COc2ccccc2O1 (centres undefined),-6,0.9,5,11,-11,2.1,-0.6,-4,0.2,0.9
O=C(Nc1cccc(Cl)c1)c1ccc(F)c(S(=O)(=O)N2CCN(c3ccccn3)CC2)c1,-4,0.9,5,13,-7,-0.2,5.5,-2,-0.4,0.9
Cc1ccccc1NC(=O)c1ccc(CSc2ncccn2)cc1,-5,1,x,-4,-11,-3.8,3.8,-1,-0.3,1
CC(=O)Oc1ccc2occ(C(=O)c3cccs3)c2c1,1,1.1,-2,-4,-5,-0.1,1.8,3,-0.1,1
COc1cccc(CNCCO)c1OCc1ccccc1,-3,1.1,-10,-5,-8,-1.9,-0.4,-3,-0.2,1
Cc1ccc(-n2c(O)c(/C=N/Nc3ccc(S(=O)(=O)N4CCOCC4)cc3[N+](=O)[O-])c3ccccc3c2=O)c(C)c1,31,1,7,20,27,-0.6,4.5,-4,0.0,1
CN(C)CCCNc1oc(-c2cccc(Cl)c2)nc1C#N,1,1,-24,17,-2,0.1,0.0,-3,-0.2,1
CC(C)C1CC(O)(C2(O)CCCCC2)ON1 (centres undefined),-6,1.1,-3,-5,-15,-0.6,2.1,-4,0.2,1.4
O=C(Nn1c(C2CC2)nc2ccccc2c1=O)c1ccco1,-2,0.8,-28,-8,-9,0.1,2.2,0,-0.2,0.9
CCOc1c2ccoc2nc2c(OC)c(OC)ccc12,2,0.9,6,3,-1,0.8,-0.8,-1,0.2,0.9
CC(C)C(c1nnnn1Cc1ccccc1)N1CCc2ccccc2C1 (centres undefined),-5,1.3,-14,33,-7,-0.9,1.9,3,0.0,1.6
Oc1ccc(Nc2nc3ccccc3nc2Nc2ccc(O)cc2)cc1,6,1.3,x,92*,23,0.9,1.3,3,0.7,1.6
O=C(CSc1nc2ccccc2c(=O)n1Cc1ccco1)NCc1ccco1,2,1,5,-4,4,1.7,5.1,-2,0.3,0.9
COc1ccc(S(=O)(=O)NCCc2nnc3ccc(SCC(=O)Nc4cc(C)on4)nn23)cc1,-6,1,-6,-5,-12,-0.9,0.9,3,-0.1,1
NNC(=O)c1cccc(COc2ccc3c(c2)CCC3)c1,-3,1,-5,1,-4,0.7,-0.8,-8,-0.8,1

# Part of the list above, with values under each structure:
# Every second line gives: TNAP inh hiacc	PMI act	S1P3 antagonist	L major viab	TNAP inh no acc	Redox H2O2 prof	RAM network inh	HMGR II inh	Hsp70 act	PMI act hi M6P
Cc1ccc(-n2c(O)c(/C=N/Nc3ccc(S(=O)(=O)N4CCOCC4)cc3[N+](=O)[O-])c3ccccc3c2=O)c(C)c1
 : 31	1	7	20	27	-0.6	4.5	-4	0.0	1
CN(C)CCCNc1oc(-c2cccc(Cl)c2)nc1C#N
 : 1	1	-24	17	-2	0.1	0.0	-3	-0.2	1

# Following part:
SMILES,TNAP inh hiacc,PMI act,S1P3 antagonist,L major viab,TNAP inh no acc,Redox H2O2 prof,RAM network inh,HMGR II inh,Hsp70 act,PMI act hi M6P
COc1cccc(NC(=O)CSc2nccn2-c2cccc(OC)c2)c1,-6,0.9,4,6,-9,-0.2,0.7,0,0.1,1
Cc1cc(C)cc(NC(=O)C2CCCN(S(=O)(=O)c3cnc[nH]3)C2)c1 (centres undefined),-2,1,18,-8,0,-0.5,0.6,-4,0.1,1
CN(C(=S)SCc1ccccc1)C1CCS(=O)(=O)C1 (centres undefined),-1,1,-15,3,-12,-0.5,0.6,6,0.7,1
O=C1/C(=C\c2cccnc2)Sc2ccccc21,14,0.8,-8,100*,27,-0.5,-0.8,-3,-0.4,0.8
CCSc1nnc2nc3[nH]c4c(C)cccc4c3nn12,7,1,-11,42,2,-0.1,3.5,1,0.4,1
Cc1ccc(C(C(=O)NC2CCCC2)N(C(=O)Cc2cccs2)c2cccc(C)c2C)o1 (centres undefined),-4,0.8,x,-1,-7,1.5,1.0,2,0.0,0.8
Nc1sc2c(c1C(=O)NCCc1ccccc1)CCC2,-5,1,-17,6,-47,-0.8,1.5,-3,-0.3,0.9
O=C(COC(=O)CCc1c[nH]c(=O)[nH]1)Nc1cccc(Cl)c1,-1,1,-14,-4,-7,0.8,-0.5,-3,0.5,1.1
O=c1c2c(nc3cc(-c4cccc(F)c4)[nH]n13)CCC2,-1,0.9,-1,-3,-4,-1.7,1.9,3,-0.2,1
C/C(CC(=O)Nc1ccccn1)=N\NC(=O)Cc1cccc2ccccc12,0,0.8,x,-5,-5,4.2,4.4,-10,-0.2,0.8
COc1cccc(C2=NOC(C(=O)NCc3ccccn3)C2)c1 (centres undefined),-4,1.1,4,-8,3,0.9,0.9,-9,-0.2,1
CCc1oc2c(C)c(O)ccc2c(=O)c1-c1ccc2ccccc2n1,-1,1,x,-1,3,2.1,5.1,0,-0.1,1
COc1cccc(CNC(=O)CCC2CCCN(C(=O)c3ccc(OC)c(F)c3)C2)c1 (centres undefined),-6,1,-7,-5,-5,-1.1,1.5,-2,-0.2,0.9
Cc1cccc(C(=O)Nc2ccccc2SCC(=O)Nc2ccc(C)c(Cl)c2)c1,-1,0.9,9,-1,4,0.9,5.7,-9,-0.1,0.9
COc1ccc(-n2c(C)cc(-c3csc(NC(=O)c4ccc(S(=O)(=O)N(C)C)cc4)n3)c2C)cc1,2,0.9,1,63*,-9,0.0,6.2,2,-0.2,0.8
CN(C(=O)COc1ccc(Br)cc1Cl)C1CCCCC1,-2,0.9,20,14,-14,-0.5,-0.4,-1,-0.2,1
COc1ccc(N2CCN(C(=O)C3Cc4ccccc4CN3C(=O)c3ccccc3)CC2)cc1 (centres undefined),1,0.9,-12,10,-8,-1.3,-1.7,-3,0.2,0.8
O=C(Nc1nc2ccc(Cl)cc2s1)c1ccc(Br)o1,-4,1,11,9,-11,1.6,2.1,-8,0.6,1
Cc1cc(NC(=O)c2cc(-c3ccccc3C)nc3ccccc23)no1,-5,1,14,43,-7,-0.2,2.1,2,-0.3,0.9
Cc1csc(SC(C)C(=O)NCC2CCCCC2)n1 (centres undefined),-2,0.9,-17,3,-14,-1.3,2.3,-10,-0.3,0.9
c1ccc2c(c1)[nH]c1c(NCC3CCCO3)ncnc12 (centres undefined),0,0.9,24,86*,-3,-0.6,-1.0,5,-0.1,0.9
O=C1c2ccccc2C(Nc2ccc(Cl)cc2)N1CCN1CCOCC1 (centres undefined),-5,0.9,x,-5,-15,-1.9,2.0,-8,-0.4,0.9
CN(C(=O)c1cccc(COc2ccc(Cl)cc2Cl)c1)c1ccccc1,-2,0.8,6,27,-12,-0.2,3.8,5,-0.4,0.9
COc1ccc(-c2nc(C#N)c(N3CCOCC3)o2)cc1OC,-4,0.9,-22,-2,-10,0.0,0.7,2,0.0,0.9
Cc1cc(OCC(=O)NC(C)c2ccccc2)ccc1[N+](=O)[O-] (centres undefined),-4,0.9,5,-1,-11,-0.2,0.6,4,-0.1,0.9
O=C(CSc1ccc(F)cc1)NCCSc1ccccc1,-3,0.9,15,1,-8,0.4,-1.3,-3,0.0,0.9
CCN1CCN(C(c2ccc(F)cc2)c2nnnn2Cc2cccs2)CC1 (centres undefined),-2,0.9,4,-7,-2,-2.2,1.5,-4,-0.2,0.9
CC(OC(=O)c1cccc(S(=O)(=O)Nc2ccccc2F)c1)C(=O)NCc1ccc2c(c1)OCO2 (centres undefined),-2,0.8,6,0,3,-0.8,1.8,-2,-0.1,0.9
CCOC(=O)c1sc2nc(C3CC3)cc(-c3ccc(OC)cc3)c2c1N,-15,1.2,x,-3,-22,-0.3,2.7,-7,-0.1,1.2
O=C(Nc1cccc(Cl)c1N1CCCC1)c1ccc([N+](=O)[O-])o1,3,1,14,87*,-7,-0.7,6.9,1,-0.1,1

# Copied from the list.
# In TNAP inh no acc, CC(OC(=O)c1cccc(S(=O)(=O)Nc2ccccc2F)c1)C(=O)NCc1ccc2c(c1)OCO2 (centres undefined) is entered as 3
# In PMI act, CCOC(=O)c1sc2nc(C3CC3)cc(-c3ccc(OC)cc3)c2c1N is entered as 1.2
# In Redox H2O2 prof, O=C(Nc1cccc(Cl)c1N1CCCC1)c1ccc([N+](=O)[O-])o1 is entered as -0.7

# Carrying on.
SMILES,TNAP inh hiacc,PMI act,S1P3 antagonist,L major viab,TNAP inh no acc,Redox H2O2 prof,RAM network inh,HMGR II inh,Hsp70 act,PMI act hi M6P
Cc1ccc2nc(-c3ccccc3)cc(C(=O)NCCCn3ccnc3)c2c1,-3,1,x,10,-3,2.4,-1.1,1,-0.3,1
O=C(C1=C[C@H](C2CC2)C[C@H](OCc2ccc(CO)cc2)O1)N1CCOCC1,-6,0.9,-15,-8,-10,0.2,1.8,-1,0.3,0.9
CC(=O)c1c(C(C)=O)c(C)n(CCCCn2c(C)c(C(C)=O)c(C(C)=O)c2C)c1C,x,x,-9,-2,x,-0.6,x,x,0.1,x
C/C(NCC(C)(C)CN(C)C)=C(/C#N)C(=O)NCc1ccccc1,1,1,-46,-4,-7,9.8,1.1,-1,-0.1,1
CCCOc1ccc(-c2c(C(=O)N/N=C/c3ccc(OC)cc3)nnn2-c2nonc2N)cc1,5,0.9,1,21,-7,0.3,7.7,-3,-0.1,1
COc1ccc(N(CC(=O)Nc2ccc(C)cn2)S(=O)(=O)c2c(C)noc2C)cc1,0,1,-37,17,4,-0.1,-0.4,-5,0.0,0.9
CCCCCOc1ccc(NC(=O)c2cc(SC)ccc2Cl)cc1,-2,0.9,-5,-4,-7,-0.1,13*,-1,-0.3,0.9
COc1ccc(N2CCN(C(=O)c3cccn4c(=O)c5ccccc5nc34)CC2)cc1,1,1.1,7,15,-5,-1.0,3.0,-8,-0.4,1
CC(=O)Nc1ccc(S(=O)(=O)Nc2nc3ccccc3nc2N2CCc3ccccc3C2)cc1,7,1,-10,85*,-3,0.5,8.3,-2,0.0,0.9
CCOc1ccc(N2C(=O)C3C(c4ccccc4F)NN(C(=O)c4ccc(C)cc4)C3C2=O)cc1 (centres undefined),-2,0.9,-8,-7,2,0.5,1.8,5,-0.1,0.9
Cc1ccc(CNC(=O)CCS(=O)(=O)c2ccc(Br)cc2)cc1,-2,1.1,-12,4,-11,0.2,3.3,-9,-0.1,1.2

# Hits appear at their usual frequency; about 12% have a hit in one of these screens.
